Screens (PubChem BioAssay)
Plk1 PBD FP = blocks phosphopeptide binding to human Plk1 polo box domain; Plk1 PBD phosphopeptide binding, fluorescence polarization; P53350; 0.13% of 97,000 active; inhibition, %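 (tested at about 20 µM)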; in the data active = inhibition above about 34%, passing the limit was not always enough
Target sequence (P53350 whole entry, looked up, the tested form may be a part): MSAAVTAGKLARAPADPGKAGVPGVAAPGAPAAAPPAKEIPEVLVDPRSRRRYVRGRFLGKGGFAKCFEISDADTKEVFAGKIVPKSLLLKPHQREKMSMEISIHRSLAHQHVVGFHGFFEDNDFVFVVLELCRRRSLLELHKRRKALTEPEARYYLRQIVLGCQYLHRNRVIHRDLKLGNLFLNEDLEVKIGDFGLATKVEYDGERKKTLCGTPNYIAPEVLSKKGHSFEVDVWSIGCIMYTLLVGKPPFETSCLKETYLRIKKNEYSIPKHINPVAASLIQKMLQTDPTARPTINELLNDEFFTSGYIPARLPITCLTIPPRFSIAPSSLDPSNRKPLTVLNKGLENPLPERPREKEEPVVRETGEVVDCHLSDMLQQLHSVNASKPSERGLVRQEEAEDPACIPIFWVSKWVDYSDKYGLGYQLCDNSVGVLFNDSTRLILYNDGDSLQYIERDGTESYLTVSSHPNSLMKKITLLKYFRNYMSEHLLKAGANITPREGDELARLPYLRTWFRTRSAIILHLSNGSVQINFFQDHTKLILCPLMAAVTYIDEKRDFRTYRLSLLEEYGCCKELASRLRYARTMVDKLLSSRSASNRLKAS
EphB4 ephrin blk = EphB4-ephrin-B2 interaction antagonism. 0.15% of 97,000 active. P54760. EphB4 LBD / TNYL-RAW-Alexa532 peptide, fluorescence polarization. inhibition, % at 7 µM;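 active = inhibition above the screen-wide mean inhibition plus 3 SD, cut at about 15% in these data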;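 note: 0% = DMSO wells and 100% = excess unlabeled TNYL-RAW peptide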
LYP inh 2 = inhibitors of human LYP (PTPN22) phosphatase. Q9Y2R2. recombinant LYP catalytic domain, DiFMUP fluorescence. inhibition, % at 2 µM. 0.21% of 96,000 active. AID 640;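 active = inhibition at 2 µM at or above a set limit, the screen mean plus 3 SD, cut at about 24% in these data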;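 note: 0% = DMSO with enzyme and 100% = enzyme fully blocked by orthovanadate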
Rev-RRE block = HIV Rev-RRE protein-RNA interaction inhibition. P05866. Rev peptide-RRE RNA binding, FRET. inhibition, % at 8 µM. 0.79% of 97,000 active;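 active = inhibition above the screen-wide mean plus 3 SD, cut at about 35% in these data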;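 note: 0% = median DMSO wells and 100% = median Neomycin B control wells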
Target sequence (P05866 whole entry, looked up): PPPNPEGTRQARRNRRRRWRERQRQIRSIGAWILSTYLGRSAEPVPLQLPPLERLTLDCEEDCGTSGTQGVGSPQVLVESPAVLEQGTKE
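System: Cy5-labelled duplex RRE RNA binding fluorescein-labelled HIV Rev peptide; Signal: fluorescein-to-Cy5 FRET, 480 nm excitation; Also added: labelled Rev peptide; Compound: one concentration, 8 µM nominal; Buffer or medium: HEPES pH 7.5 salt buffer with EDTA; Read-out: % inhibition of FRET ratio versus controls; Schedule: 5 min preincubation and 15 min binding, 25 °C.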
LYP act = activators of human LYP (PTPN22) phosphatase | 0.11% of 96,000 active | Q9Y2R2 | recombinant LYP, DiFMUP fluorescence; 0 = plate median, 100 = signal doubled | activation, % at 2 µM | AID 697;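 active = activation at 2 µM above a set limit, the mean plus 5 SD, cut at about 37% in these data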
FAK blocker = blocks human focal adhesion kinase activity; biochemical FAK kinase activity assay; inhibition, %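 (tested at 7 µM)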; 0.84% of 97,000 active; AID 727; in the data active = inhibition above about 19%;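 note: 0% = DMSO and 100% = reference compound high control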
PLK1 inh = blocks human PLK1 kinase activity; P53350; recombinant PLK1 kinase, TR-FRET peptide phosphorylation; inhibition, % at 10 µM; 0.53% of 97,000 active; AID 619;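 active = inhibition of 50% or more in the single-concentration screen; inactive = inhibition below 50%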;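 note: 0% = DMSO max control and 100% = H-89 dihydrochloride min control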
cytoskel mod = alters cytoskeleton assembly in HUVEC cells; HUVEC TNFa F-actin phalloidin imaging, high content; inhibition, % at 2 µM; 0.18% of 91,000 active; AID 836;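 active = inhibition above the batch mean plus 3 SD and confirmed as a hit by visual image inspection, cut at about 30% in these data, passing the limit was not always enough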; note: strong numbers were not always called active
Pyk2 oligo antag = blocks oligomerization of human Pyk2 in cells; Q14289; z-score (the deposit names both 25 µM and 10 µM); 0.83% of 99,000 active; Q293 cells, Pyk2 FERM NanoBiT luminescence; stronger effect = lower value;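 active = Z-score of -3 or lower, scaled per plate to the spread of control and sample wells; inactive = z-score above -3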;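 note: negative z-score means lost luminescence so less FERM oligomerization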
The depositor's hits bear a star; nt = no result given; [ ] = remark or other dose. Hits appear at their usual frequency (roughly 3.5% active in at least one column).

Plk1 PBD FP	EphB4 ephrin blk	LYP inh 2	Rev-RRE block	LYP act	FAK blocker	PLK1 inh	cytoskel mod	Pyk2 oligo antag	mol
-10	1	-9	2	13	-1	-12	10	0.77	CN1CCN(C2CC(=O)N(c3ccc4c(c3)OCCO4)C2=O)CC1 (stereo not given)
-21	5	-4	-1	2	0	2	-31	0.35	Cn1c(Cn2nnc3ccccc32)nnc1SCC(=O)Nc1ccc2c(c1)OCO2
-8	-3	2	8	-2	2	-4	-7	0.33	Cc1cc(C)nc(-n2nc(C)cc2NC(=O)CNCc2ccccc2)n1
0	-5	-6	2	2	2	-5	-9	0.43	Cn1cc(Br)c(C(=O)NC2C3CC4CC(C3)CC2C4)n1 (stereo not given)
-21	-5	-1	13	4	2	-4	-13	0.22	Cc1cc(=O)oc2cc(OCC3CC(c4ccccc4)=NO3)ccc12 (stereo not given)
-14	-5	2	1	-2	-2	-13	-5	0.37	CCc1noc(C)c1C(=O)Nc1ncc(C)s1
-7	2	-7	6	8	1	-17	1	0.3	NC(=O)c1ccccc1NS(=O)(=O)c1cccs1
-15	3	5	6	-7	25*	-1	41	-0.81	Nc1ccc(-c2nc3c(Cl)cc(N)cc3[nH]2)cc1
-2	-2	-2	-2	1	1	-18	-24	-1.1	Cc1ccc(C(C(=O)NCc2ccco2)N(Cc2ccco2)C(=O)CNC(=O)c2ccco2)cc1 (stereo not given)
-9	-4	10	4	-10	0	-12	11	0.84	Cc1ccc(S(=O)(=O)N2CCCC2C(=O)NC2CCCCC2)cc1 (stereo not given)
-5	3	10	0	-5	1	-19	-20	-0.51	Cc1c(/C=C2\SC(=O)N(CC(=O)Nc3ccc4c(c3)OCO4)C2=O)c2ccccc2n1C
2	1	-6	12	7	2	-28	11	0.68	O=C(CSc1nnc(-c2ccccc2NC(=O)c2ccccc2)o1)OC1CCCCC1
-6	7	0	14	-4	0	-5	nt	nt	O=C(CN1CCC(Cc2ccccc2)CC1)Nc1ccc2c(c1)OCCO2
13	0	-5	-3	8	1	-11	-4	0.71	Cc1ccc(-c2noc(CN3CCOCC3)n2)cc1
18	2	0	15	-2	6	-3	-8	-1.6	Clc1cccc(COn2c(-c3ccc(Cl)cc3Cl)nc3ncccc32)c1
-27	-2	9	5	-6	-7	-4	9	0.24	O=C(O/N=C\c1ccc(N2CCOCC2)c([N+](=O)[O-])c1)c1ccc(F)cc1
-16	2	8	-1	-9	-1	-7	-21	-0.07	CCN(CCNC(=O)Nc1ccc(Cl)cc1)c1ccccc1
12	-1	0	1	-3	4	7	47	0.23	COc1cccc(-n2nnc3c(=O)n(CC(=O)N4CCCc5ccccc54)cnc32)c1
-6	-3	6	0	-4	1	7	6	-2	CCCCCCOC(=O)c1ccc(OC(=O)c2cccnc2)cc1
-17	3	-1	5	1	0	8	nt	0.06	Cc1ccc(SCCC(=O)Nc2cccc(N(C)S(C)(=O)=O)c2)cc1
-16	-2	0	1	0	3	-8	6	-0.5	O=C(CN1CCC(NC(=O)c2cccc(F)c2)CC1)NCc1ccccc1F
-9	4	-5	-2	2	-9	-18	22	nt	CC(c1cccnc1)N(CCN(C)C)C(=O)Nc1ccc(Cl)c(Cl)c1 (stereo not given)
-6	-1	2	15	-2	-1	-9	10	-0.95	Clc1ccccc1-c1nnc2sc(-c3ccc(Br)o3)nn12
-9	-2	0	3	-3	-4	-10	-2	nt	COc1ccc(Nc2nc(C)cc(C)c2C#N)cc1OC
3	0	2	9	-5	-2	2	nt	0.71	C=CCc1ccccc1OCC(O)CN1CCN(c2ccccc2OC)CC1 (stereo not given)

Compounds above that have fluorine:
Plk1 PBD FP	EphB4 ephrin blk	LYP inh 2	Rev-RRE block	LYP act	FAK blocker	PLK1 inh	cytoskel mod	Pyk2 oligo antag	mol
-27	-2	9	5	-6	-7	-4	9	0.24	O=C(O/N=C\c1ccc(N2CCOCC2)c([N+](=O)[O-])c1)c1ccc(F)cc1
-16	-2	0	1	0	3	-8	6	-0.5	O=C(CN1CCC(NC(=O)c2cccc(F)c2)CC1)NCc1ccccc1F

Continuation.
Plk1 PBD FP	EphB4 ephrin blk	LYP inh 2	Rev-RRE block	LYP act	FAK blocker	PLK1 inh	cytoskel mod	Pyk2 oligo antag	mol
8	8	-1	5	-2	2	-11	14	0.5	O=C(Nc1ccc(-c2nnc(-c3ccccc3)o2)cc1)C(F)(F)F
18	0	10	6	-11	5	-13	42	-0.13	O=C(NCCN1Cc2ccccc2C1=O)c1cccs1
4	0	15	5	-13	-3	3	7	-1.3	Cc1cc(C(C)(C)C)oc1C(=O)N(CC(=O)NC1CCCC1)c1c(C)cccc1C
-7	-7	-20	0	16	3	-8	5	0.02	COc1ccc(CC(=O)Nc2cc(C)ccn2)cc1
43	-6	6	1	-3	-2	-9	9	-0.13	O=c1[nH]n(-c2ccccc2)c(=O)c(Cl)c1Cl
-3	-1	4	4	-7	-1	-3	-10	0.09	NC(=O)C1(S(=O)(=O)c2ccccc2)CCCCC1
-26	3	8	2	-4	0	-7	0	0.53	COc1ccc(NS(=O)(=O)c2ccc(NC(=S)NC(=O)C(C)C)cc2)cc1
-19	-1	-5	6	8	-7	-1	-1	2.5	COc1ccc(N2C(=O)CC(NC3CC3)C2=O)cc1 (stereo not given)
-18	4	-4	0	5	0	-7	6	0.25	COCCCn1c(SCC(=O)Nc2ccccc2)nnc1-c1ccncc1
-12	1	-10	6	8	3	-8	13	-0.93	CCN(CC)C(=O)c1cc(-c2ccc(Br)cc2)on1
-26	-4	-2	6	1	-1	-8	3	0.11	Cc1cn(C2CC3OCC3O2)c(=O)[nH]c1=O (stereo not given)
-9	-1	-10	4	9	1	-8	-5	0.22	O=C1CSC(c2ccc(Cl)cc2)N1C1CCCCC1 (stereo not given)
7	1	-5	-4	2	-1	-9	8	-0.24	O=C(Oc1ccccc1C(=O)N1CCOCC1)c1ccc(Br)cc1
13	-4	7	8	-6	0	-8	8	1.3	CCC1(C)N([O-])C(C)=C(c2ccccc2)[N+]1=O (stereo not given)
22	-6	-12	-4	10	-5	7	13	-0.12	N=c1sccn1CC(=O)Nc1cccc(Oc2ccccc2)c1
-154	7	-1	119*[fluorescence artefact?]	0	5	-12	-5	-1.5	COc1ccc(N2C(=O)[C@@H]3[C@H](C2=O)[C@H]2c4ccccc4C=CN2[C@@H]3C(=O)Nc2ccccc2)cc1
-5	5	6	6	-2	-1	-11	6	0.86	CCOc1ccc(CNc2ccc(N3CCOCC3)c(C(=O)O)c2)cc1
-34	0	5	6	-4	-7	-7	0	1.6	C=CCN1CC2CC3(COc4cc(C)cc(C)c4)C=CC2(O3)C1=O (stereo not given)
-14	8	7	6	-4	-3	-7	-10	0.7	C/C(CCc1ccc2c(c1)OCO2)=N\N=C(/N)SC1CC(=O)N(c2ccccc2F)C1=O (stereo not given)
-20	1	6	19	-4	-1	-2	11	1.1	CN1/C(=C/C2CC(=O)N(c3cccc4ccccc34)C2=O)C(C)(C)c2ccccc21 (stereo not given)
-14	-4	-7	2	6	4	-14	19	nt	O=S(=O)(NCCc1csc(-c2cccnc2)n1)c1cccs1
-5	-1	-12	2	11	-1	-5	1	0.01	O=C(NCC(=O)N(CC1CCCO1)C1(C(=O)NC2CCCC2)CCCCC1)c1ccccc1 (stereo not given)
2	1	-4	9	9	-3	-8	-12	-0.79	CCN(CC)S(=O)(=O)c1ccc(OC)c(NC(=O)CSc2ccccc2)c1
-32	8	1	5	-4	-1	-17	2	1.4	Cc1cc(C[n+]2ccccc2)c2nsnc2c1
8	5	-17	7	13	1	-10	nt	-0.72	COCCCn1c(SCC(=O)Nc2nc3ccccc3s2)nnc1-c1ccoc1C

Sorted by length of the SMILES (rising): part of the list above
Plk1 PBD FP	EphB4 ephrin blk	LYP inh 2	Rev-RRE block	LYP act	FAK blocker	PLK1 inh	cytoskel mod	Pyk2 oligo antag	mol
-32	8	1	5	-4	-1	-17	2	1.4	Cc1cc(C[n+]2ccccc2)c2nsnc2c1
-9	-1	-10	4	9	1	-8	-5	0.22	O=C1CSC(c2ccc(Cl)cc2)N1C1CCCCC1 (stereo not given)
-18	4	-4	0	5	0	-7	6	0.25	COCCCn1c(SCC(=O)Nc2ccccc2)nnc1-c1ccncc1

Following part
Plk1 PBD FP	EphB4 ephrin blk	LYP inh 2	Rev-RRE block	LYP act	FAK blocker	PLK1 inh	cytoskel mod	Pyk2 oligo antag	mol
-13	3	6	4	-7	1	-9	-3	nt	O=C(Cc1ccccc1)NCCc1cn2ccsc2n1
2	-9	0	8	-1	0	-3	13	nt	Cc1nc2c(-c3ccc(F)cc3)c(C)nn2c(C)c1CCC(=O)NCc1ccco1
-21	9	2	4	-5	-2	-11	9	-0.22	O=C(NC1CCCCC1)c1ccccc1NC(=O)C1CC(=O)N(c2ccc(Cl)cc2)C1 (stereo not given)
-4	0	8	10	-7	1	-10	0	0.19	CCCCCNC(=O)C(C)Sc1ccc(Cl)cc1 (stereo not given)
36	2	-3	0	0	-1	-7	3	0.17	Cc1ccc(CNC(=O)CCC(=O)c2cccs2)cc1
1	-1	6	9	-9	1	-4	-17	0.23	Cc1ccc(C(=O)Nc2sc3c(c2C(=O)O)CCCCC3)o1
-6	-1	-44	1	36	-1	-5	21	-0.5	COc1ccc(OC)c(S(=O)(=O)Nc2ccccc2F)c1
-30	3	-13	3	13	-1	-12	-22	0.56	Cc1nn(C)c(C(=O)NNC(=S)Nc2ccc(F)cc2)c1[N+](=O)[O-]
-9	6	-13	-12	5	-1	-13	9	0.83	Cc1ccc(-n2cc3ccc([N+](=O)[O-])cc3n2)cc1
16	2	-6	1	6	-5	5	2	0.39	COc1ccc(CCN2C(=O)CC(C(N)=O)SC2=Nc2ccccc2)cc1OC (stereo not given)
19	-1	12	10	-7	-3	1	4	-0.58	COc1cnn(-c2ccc(C)cc2)c(=O)c1SCc1ccccc1
-4	3	-25	16	24	-2	-8	2	0.15	Cc1ccc(Cn2c(SCc3cccnc3)nc3c2c(=O)n(C)c(=O)n3C)cc1
20	3	11	5	-7	0	-12	8	-2.9	COc1ccc(CN(Cc2cccnc2)C(=S)NCCc2ccccc2)cc1OC
7	7	11	12	-11	4	-11	nt	-0.24	Cc1ccc(NC(=O)Nc2ccc(F)cc2)nc1
7	-3	8	4	-6	5	-3	-9	-0.46	O=[N+]([O-])c1ccc(Oc2c(F)c(F)nc(N3CCCC3)c2F)cc1
8	8	-3	3	0	8	-4	-6	0.26	O=C(CSc1nnc(COc2ccccc2)n1Cc1ccco1)Nc1ccc2c(c1)OCCO2
7	-8	8	0	-3	4	48	18	0.42	S=C(NCc1cccnc1)Nc1ccc(Cl)c(Cl)c1
-12	5	-8	5	6	7	-15	0	nt	CCCCn1nc2cc(C(=O)NCc3ccccc3OC)ccc2c1OCC
8	7	-8	12	8	-1	-8	-12	1.3	O=C(c1cc2cc(Br)ccc2oc1=O)N1CCCC1
4	-3	-4	4	1	1	-5	10	nt	CC(c1cccnc1)N(C(=O)Nc1ccccc1)C1CCCCC1 (stereo not given)
0	-3	12	1	-10	-1	-3	8	1.1	Cc1cccc(NC2SC(=O)N(c3ccccc3)C2=O)c1 (stereo not given)
14	-1	-1	0	-1	-3	-9	-29	0.54	O=C(Nc1ccc2snnc2c1)N1CCOCC1
-13	4	-9	6	8	-1	-13	-6	1.3	Cc1onc(-c2ccccc2)c1C(=O)NCc1ccccn1
-16	3	-1	12	0	4	-7	8	-0.85	Cc1noc(C)c1CSc1nc2ccccc2c(=O)n1-c1ccccc1
-9	3	-8	12	6	1	5	28	2	COc1ccc(CCNC(=O)c2ccc3c(c2)NC(=O)C(N2CCOCC2)S3)cc1OC (stereo not given)
3	2	-2	5	2	-3	-7	-4	0.4	Cc1cccc(NC(=O)C2CCCN2C(=O)Oc2ccccc2)c1 (stereo not given)
-40	0	-4	7	3	10	6	-74	1.3	CCN1CCCC1CNc1ncnc2c1[nH]c1ccc(F)cc12 (stereo not given)
